eLon inh: inhibitors of E. coli Lon protease; purified E. coli Lon protease, fluorescence polarization; inhibition, % at 7.94 µM; 0.42% of 360,000 active; AID 602123; in the data active means inhibition above about 13%, passing the limit was not always enough;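 further: 0% = enzyme with probe and DMSO and 100% = no enzyme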
bovine MsrA act: activates bovine MsrA enzyme | activation, % at 10.6 µM | 0.3% of 360,000 active | AID 602163 | purified bovine MsrA, absorbance read-out; in the data active means activation above about 7.5%;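 further: 0% = vehicle and 100% = reference activator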
MsrA inh: bovine MsrA inhibition. purified bovine MsrA, absorbance read-out. inhibition, % at 15.5 µM. 0.75% of 360,000 active; in the data active means inhibition above about 4.5%;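 further: 0% = vehicle wells with enzyme and 100% = reference inhibitor wells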
FAS-TE inh: blocks the thioesterase domain of human fatty acid synthase; P49327; recombinant FAS-TE, OMFH fluorogenic substrate, fluorescence endpoint; inhibition, % at 15 µM; 0.67% of 360,000 active; AID 602261;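 active means compounds whose normalised, plate-corrected inhibition of enzyme fluorescence in the single-dose primary screen is 50% or more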;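 further: 0% = DMSO with enzyme and 100% = substrate without enzyme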
Tb MetRS inh: blocks T. brucei methionyl-tRNA synthetase activity | 0.4% of 360,000 active | AID 624268 | inhibition, % at 11.9 µM | purified T. brucei MetRS, ATP depletion, Kinase-Glo luminescence;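 active means inhibition above a per-plate cutoff of the control wells' mean inhibition plus 3 SD, cut at about 5.5% in these data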;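 further: 0% = DMSO wells median and 100% = median of wells with control inhibitor compound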
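Material – parasite MetRS enzyme · Medium – HEPES-MgCl2-KCl buffer plus DTT, spermine, BSA, pyrophosphatase · Reagent – ATP, methionine and E. coli bulk tRNA substrates · Times – 15 min enzyme-compound preincubation, 2 h reaction, 10 min detection, 25 °C · Measured by – luminescence of leftover ATP · Evaluation – percent inhibition relative to median high and low control wells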
NRP1-CendR mod: NRP-1/CendR interaction modulation; O14786; FAM-RPARPAR peptide binding to NRP-1, fluorescence polarization; inhibition, % at 25 µM; 0.85% of 360,000 active; AID 602438;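 active means inhibition or corrected inhibition above about 18%, plus a signal ratio from 0.5 to 1.5, limit read from the data, passing the limit was not always enough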; further: strong numbers were not always called active
Target sequence (O14786 whole entry, looked up): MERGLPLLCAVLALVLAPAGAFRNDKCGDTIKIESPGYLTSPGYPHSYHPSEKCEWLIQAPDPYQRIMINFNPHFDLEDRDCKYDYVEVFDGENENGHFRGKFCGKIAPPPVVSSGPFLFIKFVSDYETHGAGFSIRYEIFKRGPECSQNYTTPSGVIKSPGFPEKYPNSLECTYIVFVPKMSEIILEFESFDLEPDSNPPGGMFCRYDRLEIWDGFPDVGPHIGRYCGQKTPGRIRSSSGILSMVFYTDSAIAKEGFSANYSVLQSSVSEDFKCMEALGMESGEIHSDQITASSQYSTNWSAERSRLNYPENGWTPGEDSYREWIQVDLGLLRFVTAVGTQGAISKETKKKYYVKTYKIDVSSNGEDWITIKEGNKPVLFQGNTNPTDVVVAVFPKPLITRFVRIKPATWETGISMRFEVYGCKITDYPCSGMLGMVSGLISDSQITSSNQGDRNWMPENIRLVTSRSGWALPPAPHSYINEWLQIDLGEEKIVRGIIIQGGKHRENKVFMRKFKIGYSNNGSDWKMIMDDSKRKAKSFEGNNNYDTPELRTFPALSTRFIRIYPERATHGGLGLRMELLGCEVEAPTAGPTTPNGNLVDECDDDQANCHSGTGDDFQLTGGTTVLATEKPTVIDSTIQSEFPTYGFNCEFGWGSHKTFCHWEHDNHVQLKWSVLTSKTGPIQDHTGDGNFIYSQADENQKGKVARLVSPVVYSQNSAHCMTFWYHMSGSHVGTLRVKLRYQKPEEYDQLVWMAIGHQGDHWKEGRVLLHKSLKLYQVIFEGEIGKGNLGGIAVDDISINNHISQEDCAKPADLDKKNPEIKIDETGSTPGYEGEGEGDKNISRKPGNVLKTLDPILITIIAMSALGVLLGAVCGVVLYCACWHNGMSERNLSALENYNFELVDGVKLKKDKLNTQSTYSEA
PABP1 MLLE inh: inhibitors of microRNA-mediated deadenylation, human PABP1 MLLE binding; GST-MLLE / FITC-PAM2 fluorescence polarization; inhibition, % at 20 µM; 0.36% of 360,000 active; in the data active means inhibition above about 35%, passing the limit was not always enough;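 further: plate controls were DMSO wells with GST-MLLE for no effect and wells lacking GST-MLLE protein for full effect; some results filed as inactive read as strong as hits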
SKN-1 block: C. elegans SKN-1 inhibition. C. elegans VP596 Pgst-4::GFP/RFP ratio, acrylamide-induced, 24 h. inhibition, % at 21.8 µM. 0.49% of 360,000 active;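 active means interference check ratio from 0.5 to 1.5 plus GFP to RFP signal ratio inhibition reaching or exceeding a fixed threshold, cut at about 30% in these data, passing the limit was not always enough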; further: some compounds called inactive have numbers as strong as hits
MT1-MMP act inh: blocks activation of human MT1-MMP | 0.061% of 360,000 active | P50281 | GFP/RFP ratio change, % at 20 µM | HT1080 RFP-PRO-GFP cells, GFP/RFP ratio fluorescence, overnight; percent of plate control window, DMSO zero;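 active means GFP/RFP ratio change of at least 30% with cell ATP level not reduced by more than half and red fluorescence within 50% of control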; further: strong numbers were not always called active
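Assay system: HT1080 cells carrying an RFP-PRO-GFP reporter | Dosing: Single dose of 20 µM compound, 1% DMSO final | Incubation: Cells overnight before dosing, compound overnight, 37 °C, 5% CO2 | Evaluation: GFP/RFP fluorescence ratio | Control set: DMSO and RFP-L50D-GFP cell wells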
* = called active by the depositor; · = no result given.

Results follow in this order: eLon inh, bovine MsrA act, MsrA inh, FAS-TE inh, Tb MetRS inh, NRP1-CendR mod, PABP1 MLLE inh, SKN-1 block, MT1-MMP act inh
CN[C@@H](CO)C(=O)NC[C@H]1O[C@@H](n2cc(C)c(=O)[nH]c2=O)C[C@@H]1O
  -2, -2, 1.3, -10, 0.0, -2, 4, -5, 1
COc1ccc(CC(=O)OC(C)C(=O)Nc2ccc(Cl)cn2)cc1 (stereo not drawn)
  -5, -2, -1.0, 5, 0.3, 15, -4, 8, 1
O=C(c1ccc(CN2CCc3ccccc3C2)cc1)N1CCN(c2ccccc2)CC1
  -7, -2, 0.8, 2, 0.5, 14, 5, 5, 2
CC(Sc1nc(-c2ccccc2)cs1)C(=O)Nc1ccc(Cl)cn1 (stereo not drawn)
  9, -7, -0.8, 21, -0.8, -5, -8, 8, 2
CC1CCCC/C1=N\NC(=S)Nc1ccccc1 (stereo not drawn)
  -2, -4, 0.2, -2, -0.8, 1, -14, 9, -1
Cc1cccc(Sc2ccc([N+](=O)[O-])cn2)c1
  5, 0, 0.8, 12, 0.0, 5, 0, 5, -2
O=C(NNc1nc2ccc(F)cc2s1)c1cccc(F)c1
  -1, -3, -0.6, 10, 0.6, -9, -125, 4, 0
CCN(CC)S(=O)(=O)c1ccc(Cl)c(C(=O)Oc2cccc(-c3cnc4ccccc4n3)c2)c1
  4, -12, 1.2, 26, -0.6, -5, 6, 14, -1
Cc1cc(C)nc(NC(=O)C(c2ccccc2)c2ccccc2)n1
  -2, -1, 1.2, -5, 0.0, 2, 0, 19, -1
Cc1ccc(S(=O)(=O)N(C)/C(=N/S(=O)(=O)c2ccccc2)c2ccccc2)cc1
  -5, -6, -1.0, 11, -0.5, -6, -3, 20, 2
CN(C)c1ccc(C=c2c3ccccc3n3c2cc(-c2ccccc2)[n+]3C)cc1
  -60, 9.8*, 2.1, 28, -0.4, -137, -126, 83, 10
CC1(c2ccccc2)NC(=O)N(CC(=O)NC(=O)NC2CCCC2)C1=O (stereo not drawn)
  7, 2, -1.0, -4, -0.3, -4, 3, 6, 0
O=C(NCCN1CCN(S(=O)(=O)c2ccc([N+](=O)[O-])cc2)CC1)C(=O)Nc1ccccc1
  -9, -2, -0.3, -1, 0.5, -8, -1, 0, 3
Cc1ccc(S(=O)(=O)N(C)C)cc1NC(=O)CN1CCN(Cc2ccccc2)CC1
  -7, -5, 1.6, -2, -0.2, -6, -3, 0, -1
Cc1ccc(OCCC(=O)OCC(=O)NCCc2ccccc2)cc1
  -11, -3, 1.5, -2, -0.7, 27*, 1, -1, -2
O=C(Cn1[nH]c(=O)c2ccccc2c1=O)N1CC=C(c2ccccc2)CC1
  -3, -2, 1.2, -2, -0.3, 4, -2, 19, -5
COc1cc(C)nc(NC(=S)N(C)C(=O)c2ccccc2)n1
  -1, -12, 2.2, 18, -1.1, -5, -16, 9, 5
CCC(c1nc2ccccc2[nH]1)n1c(=O)c(-c2ccco2)nc2ccccc21 (stereo not drawn)
  ·, ·, 1.6, ·, -0.4, -70, ·, 4, -14
Cc1c(NC(=O)c2cc(=O)[nH]c(=O)[nH]2)c(=O)n(-c2ccccc2)n1C
  0, -3, 1.6, -1, 0.0, -1, 3, 1, -1
COc1ccc(NC(=O)c2cc(-c3ccccc3OC)on2)cc1
  7, -2, 1.8, 27, -0.7, 8, -10, -2, 4
COc1ccc(-n2cc(CNCc3cccnc3)c(-c3cccc(F)c3)n2)cc1
  -4, -1, -0.1, 9, 0.1, 7, -16, -2, 0
CCC(C)(C)NC(=O)CN(Cc1cccs1)C(=O)CNS(=O)(=O)c1ccc(F)cc1
  -7, -1, -0.9, 0, 0.2, -10, -5, -9, -1
CN(C)c1cc(O)c(C(=S)Nc2ccccc2)c(N(C)C)c1
  -5, -3, 0.6, 25, -0.4, -5, 15, 0, -21
Cc1ccc(NS(C)(=O)=O)c(C(=O)c2ccccc2)c1
  -1, -1, -0.2, 0, -0.6, -12, -14, -9, 1
CCCCN(C(=O)NC(=O)Nc1cc(C)ccc1C)S(C)(=O)=O
  1, -6, -0.8, 2, -1.2, -2, -8, -5, 2
COc1ccc(NC(=O)c2ccccc2-c2ccccc2C(=O)O)cc1
  -6, -3, 2.9, -7, -0.5, -2, 9, 6, -2
CCCCn1c(N)c(N(CCOC)C(=O)COC(=O)COc2cc(C)ccc2Cl)c(=O)[nH]c1=O
  -2, -1, 0.9, -8, -0.4, 2, -54, 7, 0
O=[N+]([O-])c1ccc(Cc2cncc(O)c2)cc1
  1, -4, 1.2, -4, 2.3, 0, -3, 0, 2
O=C(COC(=O)/C=C/c1cccc(Cl)c1)NCCC1=CCCCC1
  -3, -1, -1.0, 4, -0.4, 19, -14, 5, 1
Cc1ccnc2c(N3C(=O)C4C5C=CC(C5)C4C3=O)cccc12 (stereo not drawn)
  -7, -4, 0.1, -7, -0.9, 4, 3, 14, 0
CCCNC(=O)C(Cc1ccc(C(F)(F)P(=O)(OCC)OCC)cc1)NC(=O)c1ccc(C#N)cc1 (stereo not drawn)
  13, -5, 0.6, 1, -0.4, 22, -18, 7, 1
C(=N\n1cnnc1)/c1ccc(-c2ccccc2)cc1
  -6, 0, 1.5, -5, -0.1, -2, -8, 20, 7
COC(=O)c1cc(CSC(=N)N)ccc1OCCC(C)C
  0, 4, -0.6, -44, -0.1, -9, -24, -12, 2
CCCCS(=O)(=O)c1sc2nc(C)cc(C)c2c1N
  3, -12, 1.5, -4, -1.4, 8, 25, -7, 17
Cc1nn(Cc2ccc(C(=O)N3c4ccc(F)cc4CCC3C)o2)c(C)c1Br (stereo not drawn)
  -2, -1, 1.1, 6, -0.5, 5, 9, -4, 0
COc1cc(OC)nc(NC(=O)CSc2nc3ccccc3[nH]2)n1
  -14, -4, 0.0, -7, -0.5, -3, -5, 5, 4
CCN(CC(=O)Nc1c(F)cccc1F)C(=O)c1cnccn1
  1, -3, 0.7, -8, -0.3, -11, 6, -1, -2
C=CCNc1nc(Nc2ccc([N+](=O)[O-])cc2)nc(OC)n1
  6, -3, 1.6, -2, -1.1, 4, -5, -8, -2
CCN(CC)c1ccc(NC(=O)CSC(=O)c2ccccc2)cc1
  19, -9, 0.0, -14, -0.7, 19, 12, -16, 7
CC(C)(NC(=O)c1ccccc1)c1nc2ccccc2s1
  -10, 0, -1.0, -8, 0.0, 8, 12, -7, -3
COCCn1c(SCC(=O)c2[nH]c(C)c(C(C)=O)c2C)nc2ccccc21
  -3, -3, 1.7, 6, -0.3, -2, -77, 7, 4
O=C(c1ccc(F)cc1)N1CCCC(c2nc(-c3ccncc3)no2)C1 (stereo not drawn)
  -1, -2, -0.8, -13, -0.2, 2, 4, -5, 6
N#Cc1ccccc1S(=O)(=O)N1CCN(C(=O)CN2CCCSc3ccccc32)CC1
  -7, 7, -0.6, 6, -0.1, 0, 27, 4, -5
CCN(CC(=O)Nc1ccc(OC)cc1)CC(=O)Nc1cccc(S(=O)(=O)N2CCOCC2)c1
  0, -2, -1.8, 0, -0.1, 34*, -5, 7, 1
COc1ccc(CNc2cccnc2)c(OC)c1OC
  -10, -4, -0.4, -4, -1.3, -6, 7, 1, 0
Cc1ccc(CNC(=O)CCc2ccccc2)cc1
  10, 0, 0.1, -4, -0.3, -4, -14, 2, -1
CC(C)c1ccc(Nc2nnns2)cc1
  -1, -4, 1.6, -19, -1.0, 2, 19, 0, -4
c1ccc2c(C[C@@H]3CNCCN3CC3CCCCC3)cccc2c1
  -6, -2, -0.3, -54, 0.1, 12, 4, -5, 3
CCSC1=C(C#N)C(c2cccc(O)c2)CC(=O)N1 (stereo not drawn)
  -8, 1, -0.8, -10, 0.2, -1, 1, 2, -2
Cc1cc(C)n(CCC(=O)N2CCc3ccccc32)n1
  -4, -1, -0.5, -6, -0.3, 5, -13, -9, -1

Three entries from above, ordered by the value under eLon inh, largest number first:
| canonical_smiles | eLon inh |
| --- | --- |
| Cc1ccc(CNC(=O)CCc2ccccc2)cc1 | 10 |
| COCCn1c(SCC(=O)c2[nH]c(C)c(C(C)=O)c2C)nc2ccccc21 | -3 |
| c1ccc2c(C[C@@H]3CNCCN3CC3CCCCC3)cccc2c1 | -6 |

Additional entries:
Results follow in this order: eLon inh, bovine MsrA act, MsrA inh, FAS-TE inh, Tb MetRS inh, NRP1-CendR mod, PABP1 MLLE inh, SKN-1 block, MT1-MMP act inh
CCSc1nc2nn(-c3ccccc3)c(=O)c-2c2n1CCCCC2
  -4, 0, 1.3, 5, -0.5, 3, 10, 7, -4
Cc1cccc2c1N(CCCOc1ccc(C(C)(C)C)cc1)C(=O)C2=O
  -3, 0, ·, 42, 0.0, 2, -12, -21, 1
O=C(Nc1cccnc1)c1cccc(S(=O)(=O)N2CCCCC2)c1
  -3, -4, 0.0, -5, 0.4, 5, -3, 6, 3
COC(=O)CSc1nnc(CNC(=O)c2ccccc2F)n1-c1ccc(F)cc1
  -1, -11, 0.1, -4, -1.1, 0, 6, -5, 2
N#Cc1c(N)nc2c(c1N)CC(COc1ccccc1)O2 (stereo not drawn)
  -13, 1, 0.4, -8, -1.1, 11, 5, -14, 6
CN(C(=O)Cn1nnc(-c2ccccc2)n1)C1CCS(=O)(=O)C1 (stereo not drawn)
  3, 1, -0.5, -7, -0.5, -12, -7, -2, 1
O=C1C=C(c2ccc(F)cc2OCc2ccccc2)C[C@@H](c2ccc(Cl)cc2)C1
  -7, -3, -1.1, 24, 0.6, 0, -3, -4, 0
CCc1ccc(OCC(=O)NNC(=O)c2ccc(NC(=O)C3CC3)cc2)cc1
  -6, -2, ·, -10, 0.2, -2, -6, -4, -1
COc1ccc(S(=O)(=O)N2CCOCC2)cc1NC(=O)CSc1ncccn1
  -2, 0, -0.7, -6, -0.1, 14, -113, 10, 0
O=C1Nc2cc(Cl)cnc2N2CCCC12 (stereo not drawn)
  9, 0, 1.3, -3, 0.3, 0, 4, 0, -3
Nc1nc(CSC(=S)N2CCOCC2)nc(Nc2ccccc2)n1
  -16, 2, 0.4, -6, 0.2, -11, 21, 8, -6
CC(=O)c1cccc(N(CC(=O)N2CCCCC2)S(C)(=O)=O)c1
  -5, -3, 0.9, -7, -0.5, 1, 7, 12, 2

Bioassay records from PubChem.

An unsorted share of the library; overall some 4% were active at least once.
